L929 necroptosis: inhibitors of zVAD-triggered necroptosis, primary screen, L929 cells. AID 1377, 2008. 220,000 tested, 0.38% active. L929 zVAD necroptosis rescue, ATP luminescence, 24 h; with zVAD 60 µM. viability rescue, % at 10 µM;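 active means activation, scaled between plate controls, above about 75%, limit read from the data; inactive means activation under that limit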;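 further: 0% = zVAD with DMSO and 100% = DMSO alone without zVAD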
CHOP inhibitor: inhibitors of CHOP promoter induction, primary screen, cell-based, unfolded protein response, luciferase reporter; CHO-K1 CHOP-promoter luciferase, tunicamycin-induced, 15-18 h; inhibition, % at 10 µM; 220,000 tested, 3.8% active; AID 2732, 2010;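 active means compounds that reduced the stress-induced luciferase reporter signal by more than about 70% of percent inhibition, limit read from the data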;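 further: 0% = tunicamycin plus vehicle and 100% = wells without tunicamycin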
Wee1 stabilizer: Wee1 degradation inhibitors, primary screen, cell-based, HeLa, Wee1K328M-luciferase, luminescence | HeLa Luc-Wee1K328M stability; 100% = proteasome inhibitor MG132 effect | Wee1-like protein kinase (Homo sapiens), P30291 | reporter increase, % at 5 µM | 220,000 tested, 1.2% active;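 active means activation above the mean of all tested compounds plus 3 SD, set per screening run, cut at about 8.8% in these data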;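 further: cells exposed to compound for 20 h before luminescence read; 0% = DMSO alone and 100% = MG132 at 30 µM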
Target sequence (P30291 whole entry K328M): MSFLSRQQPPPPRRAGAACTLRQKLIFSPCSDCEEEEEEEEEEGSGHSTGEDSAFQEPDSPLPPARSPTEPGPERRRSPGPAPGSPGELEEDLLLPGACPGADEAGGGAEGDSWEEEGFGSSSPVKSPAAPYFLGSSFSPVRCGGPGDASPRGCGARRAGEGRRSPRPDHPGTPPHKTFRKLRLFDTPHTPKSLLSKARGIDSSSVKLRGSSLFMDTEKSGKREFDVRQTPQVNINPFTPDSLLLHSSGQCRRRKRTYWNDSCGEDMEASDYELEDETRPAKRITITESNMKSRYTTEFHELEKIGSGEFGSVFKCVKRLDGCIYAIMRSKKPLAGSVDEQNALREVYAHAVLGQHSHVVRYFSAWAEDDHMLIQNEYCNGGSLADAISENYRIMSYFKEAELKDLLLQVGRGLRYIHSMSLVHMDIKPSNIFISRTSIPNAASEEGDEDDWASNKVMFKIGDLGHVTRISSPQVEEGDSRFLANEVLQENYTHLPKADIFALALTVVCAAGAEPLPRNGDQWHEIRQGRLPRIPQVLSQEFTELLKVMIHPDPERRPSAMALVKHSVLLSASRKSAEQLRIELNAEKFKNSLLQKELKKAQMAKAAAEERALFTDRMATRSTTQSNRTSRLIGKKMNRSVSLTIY
FXIa inh: human FXIa protease inhibitors, primary screen, biochemical, 1536-well. 220,000 tested, 0.14% active. AID 798, 2007. inhibition, % at 5 µM. purified FXIa, Boc-Glu-Ala-Arg-AMC fluorogenic substrate;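 active means inhibition of at least 40%; inactive means inhibition below 40%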;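 further: fluorescence of freed AMC excited at 355 nm; 0% = enzyme without compound and 100% = no enzyme blank; many of its hits are not listed in these tables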
EP2 antag: human EP2 receptor antagonists, primary screen, TR-FRET cAMP, C6 glioma cells; C6 glioma cells expressing human EP2; cells stimulated with saturating PGE2; AID 1422, 2008; Prostaglandin E2 receptor EP2 subtype (Homo sapiens), P43116; 260,000 tested, 0.52% active; inhibition, % at 25 µM;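 active means percent inhibition above 40 after rounding to a whole number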;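 further: rat C6 glioma host cells with rolipram phosphodiesterase inhibitor present; the protocol text gives 20 µM as final concentration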
Target sequence (P43116 whole entry, looked up): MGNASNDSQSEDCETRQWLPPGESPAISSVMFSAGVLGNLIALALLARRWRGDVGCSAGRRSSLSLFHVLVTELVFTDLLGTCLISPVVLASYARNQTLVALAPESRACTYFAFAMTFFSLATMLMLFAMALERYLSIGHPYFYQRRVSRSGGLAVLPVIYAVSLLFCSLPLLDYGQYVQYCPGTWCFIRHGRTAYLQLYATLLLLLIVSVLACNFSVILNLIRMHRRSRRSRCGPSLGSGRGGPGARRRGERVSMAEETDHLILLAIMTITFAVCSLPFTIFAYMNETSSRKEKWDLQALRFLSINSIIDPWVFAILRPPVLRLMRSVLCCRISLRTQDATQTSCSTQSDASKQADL
TNF death inh: inhibitors of TNF-alpha triggered necroptosis, primary screen, cell-based, Jurkat FADD-/-, single concentration; Jurkat FADD-/- TNF necroptosis rescue, ATP luminescence, 24 h; 0 = TNF only, 100 = no-TNF cells; activation (protection from cell death), % at 10 µM; 220,000 tested, 0.068% active; AID 463075, 2010;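 active means activation, meaning protection from cell death, of at least 50% relative to plate controls; inactive means activation below 50%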;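 further: necroptosis triggered by 40 ng/mL TNF-alpha added together with compound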
FXIIa inh 1536: human FXIIa protease inhibitors, primary screen, biochemical, 1536-well; purified FXIIa, Boc-QGR-AMC fluorogenic substrate, 2 h; AID 800, 2007; Coagulation factor XII (Homo sapiens), P00748; 220,000 tested, 0.3% active; inhibition, % at 5 µM; in the data active means inhibition above about 40%;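 further: 0% = enzyme with no compound and 100% = blank without enzyme; many of its hits are not listed in these tables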
PPC-1+TRAIL kill: compounds killing PPC-1 cancer cells with TRAIL present, primary screen, TRAIL potentiator project, ATPLite luminescence, uHTS; PPC-1 cells + TRAIL, ATPLite viability luminescence; cell killing (% activity), % at 4 µM; 220,000 tested, 0.41% active; AID 1443, 2008;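 active means cell killing above 50% in the first pass at 4 µM, then a duplicate retest at 5 µM averaging 50% or more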;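 further: plate controls were cells with TRAIL plus DMSO for no effect and medium-only wells lacking cells for full effect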
TbHK1 inh: Trypanosoma brucei hexokinase 1 inhibitors, primary screen, biochemical, G6PDH-coupled NADH absorbance, MLSCN library | hexokinase 1 [Trypanosoma brucei] | recombinant TbHK1, G6PDH-coupled NADH A340 | inhibition, % at 10 µM | 220,000 tested, 0.11% active | AID 1430, 2008;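 active means inhibition of 50% or more in the single-dose primary screen; inactive means inhibition below 50%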
* marks the source's active call; other numbers are inactive results; x = no result given; & = joins results of further samples. This is a subset; rates above refer to the full screens.

SMILES	L929 necroptosis	CHOP inhibitor	Wee1 stabilizer	FXIa inh	EP2 antag	TNF death inh	FXIIa inh 1536	PPC-1+TRAIL kill	TbHK1 inh
COc1ccc([N+](=O)[O-])cc1/C=N/NC(=O)/C(=C\c1cccs1)NC(=O)c1ccccc1	0.6	10	-1	-2	6	-12	4	-8	-10
COC(=O)c1c(-c2ccc(Br)cc2)csc1NC(=O)Cc1ccc(OC)c(OC)c1	0.2	36	2	1	9	-4.0	14	35	-7
O=C(N/N=C/c1cc2ccccc2nc1Cl)/C(=C/c1cccs1)NC(=O)c1ccccc1	0.1	19	-2	-4	5	-3.5	7	5	-42
CC(=O)Nc1ccc(S(=O)(=O)N2CCC(NC(=O)c3ccco3)CC2)cc1	0.1	22	0	-8	10	0.8	-4	1	0
C=CCN1C(=O)CN=C1Nc1cccc(C)c1	0.8	-2	0	-1	8	0.4	7	-17	-2
Cc1ccc(Cl)cc1N1CCN(C(=O)Cc2cn(C)c3ccccc23)CC1	0.8	61	-3	4	8	-2.1	4	4	-4
CN(CC1COc2ccccc2O1)C(=S)NC1CCCCC1 (stereo not given)	3.3	5	4	1	15	2.0	4	4	2
CC(=O)Nc1ccc(NC(=O)/C=C/c2ccc3c(c2)OCO3)cc1	7.0	-8	0	-4	4	-2.3	1	0	-16
Cc1oc2cc(O)ccc2c(=O)c1Oc1ccccc1Br	-0.2	55	-1	0	10	-2.3	9	21	-8
CCN(CC)C(=O)CSc1nnc(COc2ccccc2)n1CC	-0.8	-2	-1	-3	3	-0.4	17	-8	17
O=C1CCCCCCC1Sc1ccccc1[N+](=O)[O-] (stereo not given)	0.5	83*	-1	-5	11	0.2	24	15	1
CCc1nc2c(cnn2-c2ccc(Cl)cc2)c(=O)n1-c1ccc(OC)cc1	2.6	101*	0	0	17	-2.1	10	9	0
CC12CCC(c3nnc(SCc4ccc(Cl)cc4)nc31)C2(C)C (stereo not given)	0.1	74*	-1	3	5	-2.0	7	4	7
CCn1c(CSCc2ccc(C)cc2)nnc1SCC(=O)NCc1ccccc1	0.0	-20	0	-4	13	-1.7	-5	10	-5
CC(C)C1C2=C(CC(C)(C)CC2=O)ON1c1ccccc1 (stereo not given)	-0.1	36	-3	6	-2	-1.3	18	19	-4
CCc1ccccc1OCCCOc1ccc(OC)cc1	1.3	-3	-1	2	-2	1.5	10	18	0
O=C(CCN1CCCCCC1)Nc1cccc(Cl)c1	-0.3	-29	1	6	10	-1.3	22	25	-2
O=C(NNC(=S)Nc1ccccc1Cl)c1ccncc1	0.1	-14	0	-3	7	-3.5	3	1	-39
Cc1ccc(CNC(=O)CSCC(=O)O)cc1	0.4	23	2	-4	10	0.8	6	-9	14
CCC1=Nc2ccc(Br)cc2C(c2ccccc2)N1CC(=O)OC (stereo not given)	-0.3	-5	3	0	14	0.7	8	1	3
Clc1ccsc1-c1csc(-c2cccnc2)n1	-0.5	-22	-1	-12	13	-6.1	15	4	-8
O=C(NCc1ccc2c(c1)OCO2)c1cc2c(s1)CS(=O)(=O)C2	1.1	25	0	4	11	1.1	16	18	2
COC(=O)c1ccc(N2Cc3ccccc3/C2=N\C(=O)Nc2ccccc2)cc1	0.2	15	-4	3	6	2.6	2	1	0
CN(C)[C@@H]1CCC[C@H]1OC(=O)C(c1ccccc1)c1ccccc1	-0.7	2	0	3	4	2.3	11	-4	0
COc1ccccc1NC(=O)c1cc(S(=O)(=O)N2CCC3(CC2)OCCO3)ccc1F	5.9	20	-2	-4	9	-0.2	2	6	-8

2 compounds drawn at random from those above:
SMILES	L929 necroptosis	CHOP inhibitor	Wee1 stabilizer	FXIa inh	EP2 antag	TNF death inh	FXIIa inh 1536	PPC-1+TRAIL kill	TbHK1 inh
CC12CCC(c3nnc(SCc4ccc(Cl)cc4)nc31)C2(C)C (stereo not given)	0.1	74*	-1	3	5	-2.0	7	4	7
CC(=O)Nc1ccc(NC(=O)/C=C/c2ccc3c(c2)OCO3)cc1	7.0	-8	0	-4	4	-2.3	1	0	-16

Later entries:
SMILES	L929 necroptosis	CHOP inhibitor	Wee1 stabilizer	FXIa inh	EP2 antag	TNF death inh	FXIIa inh 1536	PPC-1+TRAIL kill	TbHK1 inh
O=C(C(c1ccccc1)c1ccccc1)N1CCN(Cc2ccncc2)CC1	-0.2	10	0	0	18	0.3	15	15	3
CC1CCC(NC(=O)C2c3ccccc3C(=O)N2CCCN2CCOCC2)CC1 (stereo not given)	-0.4	19	3	3	4	-3.8	16	-12	-2
O=S(=O)(c1ccc(NC(=S)N/N=C/c2ccc(N3CCOCC3)cc2)cc1)N1CCOCC1	-0.1	41	1	-2	5	1.9	2	2	-32
COc1ccccc1-c1noc(-c2ccncc2)n1	-0.2	2	8	-4	16	-5.2	-5	15	1
Cc1c(NC(=O)c2ccc(CN3CCc4ccccc4C3)cc2)c(=O)n(-c2ccccc2)n1C	-0.2	25	0	-9	11	-0.3	11	9	0
CC(/C=N/Nc1nc2ccccc2[nH]1)=C\c1ccccc1	55	-25	1	1	7	3.7	3	19	-7
O=S(=O)(c1cccc2cccnc12)N1CCCc2ccccc21	-0.1	-3	-3	-3	9	0.1	6	2	4
O=C(CCC1CCCCC1)Nc1cccnc1	1.2	20	-2	-7	7	2.9	8	20	-11
COc1ccc(CCN=C(N)NS(=O)(=O)c2ccc3ccccc3c2)cc1	1.6	40	-2	-8	5	1.2	3	14	9
COC(=O)c1sccc1NC(=O)CSc1cccc(Cl)c1Cl	-0.6	51	-1	-17	x	-2.4	-15	-8	10
COc1ccc(C/C(C)=N/NC(=S)Nc2ccccc2F)cc1	-0.7	-24	2	-1	5	-0.8	8	29	-8
Cc1ccc(-n2c3c(c(=O)[nH]c2=O)C(C(F)(F)F)(C(F)(F)F)NC(=O)N3)cc1	0.0	-31	2	-2	4	-0.9	5	11	0
COC(=O)c1ccc(Cn2nc(C(F)(F)F)cc2C)cc1	0.7	10	-1	-3	9	1.1	8	16	3
N#Cc1c(SCc2ccccc2)nc(N2CCOCC2)c2c1CCCC2	1.0	20	1	0	14	-1.0	16	-8	0
Cc1ccc(-c2nc3c(c(=O)c4ccccc4n3C)c(=O)n2-c2ccccc2)cc1	3.1	20	3	2	1	-0.5	7	22	-1
COc1ccc(CCNC(=O)C2CCC(CNS(=O)(=O)c3ccccc3)CC2)cc1OC (stereo not given)	-1.0	7	-2	29	3	0.4	26	15	11
CCc1nc(C)cn1S(=O)(=O)c1cc(Br)ccc1OC	0.2	9	-2	12	10	-3.8	25	8	5
COc1ccccc1/C=C1\NC(=S)N(CC2CCCO2)C1=O (stereo not given)	-1.1	11	1	0	6	-1.9	4	2	-15
O=C(NCc1ccco1)c1cccn2c(=O)c3c4c(sc3nc12)CCCC4	0.2	-2	2	2	x	-10.0	5	18	2
CC1CC(C)CN(c2nc(N(C)c3ccccc3)nc(N)c2[N+](=O)[O-])C1 (stereo not given)	1.0	2	6	-4	9	-1.1	-2	-1	-19
CC(C)(C)C(=O)NNC(=O)c1cnccn1	0.6	5	0	-5	20&10	2.1	10	1	-14
Cc1ccc(-c2cc(-c3ccccc3)no2)c(O)c1	-0.6	67	2	7	4	-0.2	6	50	-9
COCCN1Cc2cc3cc(C)ccc3nc2SC1=Nc1ccc(OC)cc1	2.1	20	-1	-1	5	-0.2	7	10	-15
O=C(COc1ccc(F)c(Cl)c1)c1ccc[nH]1	-0.2	69	2	1	x	-0.8	17	11	4
CCc1c(C)nc(SCCOc2ccc(OC)cc2)[nH]c1=O	0.8	-1	2	3	9	-0.7	14	-19	-2

More records:
SMILES	L929 necroptosis	CHOP inhibitor	Wee1 stabilizer	FXIa inh	EP2 antag	TNF death inh	FXIIa inh 1536	PPC-1+TRAIL kill	TbHK1 inh
O=C(Nc1cccc(F)c1)c1ccc(-c2ccccc2C(F)(F)F)o1	19	23	0	5	12	1.6	12	18	4
O=C(Nc1ccc(-c2csc(Nc3ccc(Cl)cc3)n2)cc1)c1cc([N+](=O)[O-])cc(C(F)(F)F)c1	2.4	26	x	5	4	1.2	9	-16	-13
CC1Cc2ccccc2N1C(=O)C1CCCN(S(=O)(=O)c2cccc3cccnc23)C1 (stereo not given)	-0.8	15	-2	20	5	-3.9	29	18	-1
O=C(c1cccs1)N1CCC(N2CCN(c3ccccc3)CC2)CC1	3.4	-21	0	2	12	1.7	13	32	2
Cc1cc(N(CCO)CCO)ccc1N=Nc1cc(F)ccc1F	1.7	-3	4	5	7	2.4	11	22	-3
Cc1cc(N2C(=O)C3C4C=CC(C4)C3C2=O)no1 (stereo not given)	0.4	18	0	-6	7	0.2	-5	5	-4
Cc1cc2cc3c(cc2nc1SCC(=O)O)OCCO3	-0.2	2	4	-2	9	-0.9	1	4	-1
COc1ccc(NC(=O)CCCSc2nc(-c3ccco3)cc(C(F)(F)F)n2)cc1OC	-0.1	42	-1	8	10&22	-3.0	14	9	-24
NC(N)=NN=C1CCCCCCCCCCC1	6.2	34	-2	-1	17	-14	6	21	12
CCOC(=O)c1sc(NC(=O)C(CC)Sc2nccn2C)nc1C (stereo not given)	3.7	-18	-2	2	-1	1.0	14	-1	-9
c1ccc(-c2nn3c(Cn4nnc5ccccc54)nnc3s2)cc1	-0.2	3	3	0	9	-2.3	-5	6	4
c1ccc(-c2ncc(CN3CCN(c4ccccn4)CC3)[nH]2)cc1	0.8	3	-1	3	3	1.2	13	19	4
CCN(CC)Cc1cc(C(C)=O)ccc1OCC(C)C	0.1	-7	3	-3	3	1.2	12	4	0
Cc1ccc(S(=O)(=O)N(C)C)cc1NC(=O)c1cccs1	0.5	10	0	2	7	2.1	12	-8	0
C=CCN(Cc1nc(-c2cc(OC)ccc2OC)oc1C)C1CCS(=O)(=O)C1 (stereo not given)	1.5	12	-3	-3	14	0.6	6	x	-14
COc1ccc(/C=N/NC(=O)c2ccncc2)c(C(=O)O)c1OC	-0.4	-7	-2	1	12	1.8	5	5	-57
CC(=O)c1cccc(N=Nc2c(-c3ccccc3)[nH]n(-c3ccccc3)c2=O)c1	-0.3	-14	3	4	9	-0.3	16	13	-6
COc1c(N2CCN(C(=S)Nc3ccccc3F)C(C)C2)c(F)cc2c(=O)c(C(=O)O)cn(C3CC3)c12 (stereo not given)	-0.6	3	0	1	17	0.1	7	6	-38
O=C(N/C(=C\c1ccco1)C(=O)N1CCOCC1)c1ccco1	0.3	22	-1	-2	6	-1.3	5	13	-11
CCCCCNc1nc2ccccc2nc1NS(=O)(=O)c1cccs1	1.4	4	4	-4	15	0.6	18	14	-16
COc1ccc(CNC(=O)CN(Cc2ccc(Cl)cc2)S(C)(=O)=O)cc1	0.9	-5	2	2	7	1.7	10	18	33
O=C(COC(=O)/C=C/c1ccc(S(=O)(=O)N2CCOCC2)cc1)NCc1ccc(Cl)cc1	0.4	-21	0	-3	7	0.5	8	12	-8
COc1ccc(S(=O)(=O)NCC2CCCN(C(=O)c3sccc3C)C2)cc1 (stereo not given)	1.1	-18	-2	-5	8	1.9	5	2	3
COc1cc(CNC(C)c2ccccc2)c(Br)cc1OCC(N)=O (stereo not given)	-0.4	39	-2	-6	4	0.5	11	-15	-6
C/C(N)=C(/C#N)C(=O)COC(=O)CCSc1ccccc1	0.2	28	-1	-9	10	-3.0	0	18	-5
Cc1cc(N2CCN(c3ccccc3)CC2)nc(N)n1	-0.9	28	-2	-2	8	-1.1	5	17	5
